Compound activity from PubChem BioAssay.
CHOP inh: inhibitors of CHOP promoter induction, primary screen, cell-based, unfolded protein response, luciferase reporter. AID 2732, 2010. 3.8% of 220,000 active. inhibition, % at 10 µM. CHO-K1 CHOP-promoter luciferase, tunicamycin-induced, 15-18 h;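 active means compounds that reduced the stress-induced luciferase reporter signal by more than about 70% of percent inhibition, limit read from the data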;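 further: 0% = tunicamycin plus vehicle and 100% = wells without tunicamycin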
NPY Y1 blocker: NPY-Y1 receptor antagonists, primary screen, cell-based. Neuropeptide Y receptor type 1 (Homo sapiens), P25929. HEK293-CNG Y1 cells, membrane potential fluorescence; NPY at EC95, then isoproterenol. inhibition, % at 3.6 µM. 1% of 200,000 active;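 active means inhibition above the campaign mean inhibition of all tested compounds plus 3 SD, cut at about 20% in these data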;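 further: 0% = DMSO wells given NPY plus isoproterenol and 100% = isoproterenol alone without NPY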
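Material: HEK293 cells co-expressing NPY Y1 receptor and cyclic-nucleotide gated channel. Timing: compound incubation 1 h at room temperature, readout 45 min post-stimulation. Signal: fluorescence, membrane potential probe.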
TRPN1 ag: zebrafish TRPN1 channel agonists, primary screen, cell-based, HEK293, calcium fluorescence | AID 1424, 2008 | 0.18% of 220,000 active | activation, % at 3 µM | transient receptor potential cation channel N1 (TRPN1/NompC), Danio rerio | HEK293 zebrafish TRPN1-YFP, Fluo-8 calcium fluorescence; 100% = response to 87 µM carbachol;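 active means activation above its plate's cutoff, the mean activation of test wells on that plate plus 3 SD, cut at about 19% in these data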;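 further: 0% = DMSO alone and 100% = 87 µM carbachol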
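Assay system: Zebrafish TRPN1-YFP in HEK293 cells | Incubation: Dye loading 1 h at 37 °C, then 30 min room temperature | Measured by: Kinetic Fluo-8 fluorescence, ex 470-495, em 515-575 nm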
NPY-Y1 PAM-ag: NPY-Y1 receptor potentiators or agonists, primary screen, cell-based; Neuropeptide Y receptor type 1 (Homo sapiens), P25929; NPY-Y1 expressing cells, potentiator/agonist activation; activation, % at 3.6 µM; 0.37% of 220,000 active; in the data active means activation above about 33%, passing the limit was not always enough;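 further: cells stimulated with NPY at EC10 then isoproterenol at EC100; 0% = low agonist plus stimulus and 100% = saturating agonist plus stimulus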
PPC-1+TRAIL kill: compounds killing PPC-1 cancer cells with TRAIL present, primary screen, TRAIL potentiator project, ATPLite luminescence, uHTS; cell killing (% activity), % at 4 µM; 0.41% of 220,000 active; AID 1443, 2008; PPC-1 cells + TRAIL, ATPLite viability luminescence;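 active means cell killing above 50% in the first pass at 4 µM, then a duplicate retest at 5 µM averaging 50% or more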;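 further: plate controls were cells with TRAIL plus DMSO for no effect and medium-only wells lacking cells for full effect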
14-3-3 Bad inh: inhibitors of 14-3-3 zeta/Bad binding, primary screen, biochemical, TR-FRET, bovine 14-3-3 zeta. 14-3-3 protein zeta/delta (Bos taurus), P63103. TR-FRET 14-3-3zeta/Dy647-pBad peptide displacement, 1 h. inhibition, % at 21.7 µM. 0.71% of 220,000 active;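 active means inhibition above about 70%, limit read from the data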;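 further: 0% = full 14-3-3 plus peptide FRET controls and 100% = background without 14-3-3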
PGE2 EP2 inh: human EP2 receptor antagonists, primary screen, TR-FRET cAMP, C6 glioma cells | Prostaglandin E2 receptor EP2 subtype (Homo sapiens), P43116 | C6 glioma cells expressing human EP2; cells stimulated with saturating PGE2 | inhibition, % at 25 µM | 0.52% of 260,000 active | AID 1422, 2008;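 active means percent inhibition above 40 after rounding to a whole number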;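 further: rat C6 glioma host cells with rolipram phosphodiesterase inhibitor present; the protocol text gives 20 µM as final concentration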
Target sequence (P43116 whole entry, looked up): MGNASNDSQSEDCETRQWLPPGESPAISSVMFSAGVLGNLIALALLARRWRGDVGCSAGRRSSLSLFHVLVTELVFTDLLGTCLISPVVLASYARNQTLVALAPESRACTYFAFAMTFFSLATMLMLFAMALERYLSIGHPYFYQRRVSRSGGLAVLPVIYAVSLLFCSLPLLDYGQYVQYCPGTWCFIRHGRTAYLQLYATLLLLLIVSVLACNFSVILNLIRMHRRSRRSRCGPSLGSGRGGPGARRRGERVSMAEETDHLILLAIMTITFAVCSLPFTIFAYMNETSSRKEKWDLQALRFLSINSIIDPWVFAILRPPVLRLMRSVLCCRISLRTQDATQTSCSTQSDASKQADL
TRPML3 agonist: human TRPML3 channel agonists, primary screen, cell-based, HEK293 TRPML3-YFP, Fluo-8 calcium fluorescence, 3 µM. 0.29% of 220,000 active. activation, % at 3 µM. 100% = the carbachol control signal. Mucolipin-3 (Homo sapiens), Q8TDD5;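 active means activation above its plate's cutoff, the mean activation of the plate's test wells plus 3 SD, cut at about 12% in these data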;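 further: 0% = DMSO only wells and 100% = carbachol wells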
Target sequence (Q8TDD5 whole entry, looked up): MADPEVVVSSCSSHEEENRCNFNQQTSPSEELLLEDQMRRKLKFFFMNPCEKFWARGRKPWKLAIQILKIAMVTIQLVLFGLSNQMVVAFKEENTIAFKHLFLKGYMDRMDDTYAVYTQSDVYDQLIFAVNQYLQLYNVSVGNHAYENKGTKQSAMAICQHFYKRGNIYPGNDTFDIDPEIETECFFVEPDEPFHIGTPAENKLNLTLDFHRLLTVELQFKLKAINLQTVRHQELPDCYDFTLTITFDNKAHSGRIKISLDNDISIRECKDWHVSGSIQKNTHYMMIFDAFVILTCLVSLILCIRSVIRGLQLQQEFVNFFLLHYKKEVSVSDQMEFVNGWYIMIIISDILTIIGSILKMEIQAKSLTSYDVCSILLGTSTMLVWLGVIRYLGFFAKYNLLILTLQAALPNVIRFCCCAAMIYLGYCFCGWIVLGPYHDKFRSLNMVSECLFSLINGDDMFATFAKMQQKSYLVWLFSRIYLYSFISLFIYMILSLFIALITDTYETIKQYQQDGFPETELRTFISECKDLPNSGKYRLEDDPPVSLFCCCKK
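Test system: TRPML3-YFP stable HEK293 cells. Doses: single point at 3 µM. Incubation: dye loading 1 h 37 °C then 30 min ambient, 125 s read. Signal: Fluo-8 calcium dye fluorescence, ex 470-495, em 515-575 nm. Measure: percent activation from peak-to-basal fluorescence ratio, scaled between DMSO and carbachol.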
EP2 mod: EP2 receptor modulators, cAMP readout, primary screen, cell-based, HTRF cAMP, PGE2 stimulation | Prostaglandin E2 receptor EP2 subtype (Homo sapiens), P43116 | EP2-expressing cells, cAMP HTRF FRET, PGE2 co-stimulation | induction, % at 25 µM | 0.83% of 260,000 active | AID 940, 2007;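 active means compounds whose cAMP rise, as percent of the full-agonist control response, exceeds 60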;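 further: rat C6 glioma line stably carrying human EP2 under a CMV promoter; the protocol text gives 20 µM as final concentration; 100% = response of wells given 1 µM PGE2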
An asterisk follows results filed as active; . = not tested or not shown; & = joins results of further samples; [ ] = another dose, or the depositor's remark. A portion of the library. The share of hits here may be higher or lower than overall.

#	smiles	CHOP inh	NPY Y1 blocker	TRPN1 ag	NPY-Y1 PAM-ag	PPC-1+TRAIL kill	14-3-3 Bad inh	PGE2 EP2 inh	TRPML3 agonist	EP2 mod
1	CC(C)(C)c1cc(CN2CCCC(O)C2)c(O)c(C(C)(C)C)c1 (configuration not stated)	107*	10	0.4	-9	9	73*	4	0.2	39
2	CCN1CNC(=S)N(CCc2ccccc2)C1	8	-1	0.8	-16	28	-1	6	0.8	9
3	OC(c1nc2ccccc2[nH]1)C(O)C(O)C(O)c1nc2ccccc2[nH]1 (configuration not stated)	5	.	1.8	9	10	-2	7	0.3	2
4	O=[N+]([O-])c1ccc(CSc2nc3ccccc3o2)cc1	84*	5	-1.7	-11	-3	10	4	-1.3	-7
5	CC1CN(C(=O)C2CC2)C(C)CN1C(=O)C1CC1 (configuration not stated)	0	2	2.0	3	17	8[fluorescence artefact?]	6	0.3	10
6	O=C(c1ccc(S(=O)(=O)Cc2ccccc2F)c([N+](=O)[O-])c1)N1CCCCCC1	7	-7	3.5	-1	12	-6	8	3.0	-97
7	CC(C)COC(=O)N(C)c1ccc(C(O)(C(F)(F)F)C(F)(F)F)cc1	93*	0	-0.5	-12	17	7	12	0.0	-2
8	O=C(c1ccccc1)N(Cc1cccs1)C1CCS(=O)(=O)C1 (configuration not stated)	8	-4	0.7	-5	8	-1	7	0.3	10
9	COc1ccc(C)cc1NC(=O)c1ccccc1NS(=O)(=O)c1cccc2cccnc12	-3	1	3.1	14	-1	2[fluorescence artefact?]	7	0.4	3
10	C/C=C/Cn1cccc(C(=O)Nc2ccc(OC)cc2)c1=O	12	-3	2.0	19	-2	-7	5	0.4	-15
11	CCOC(=O)c1sc(-c2ccc(OC)cc2)cc1NC(C)=O	63	-4	1.5	7	11	9	40*	0.5	13
12	COc1ccc(OC)c(NC(=O)CSc2ncccc2C(=O)O)c1	-11	1	-0.4	1	8	4[fluorescence artefact?]	17	0.3	11
13	O=C(NCCCn1ccnc1)/C(=C/c1ccco1)NC(=O)c1cccs1	17	1	1.4	4	12	-9	9	0.8	25
14	CC(=O)c1cc2c(cc1NC(=O)Nc1cccc(Cl)c1)OCCO2	6	15	2.4	3	2	-18	27	0.6	16
15	CC(=O)Nc1ccc2c(COC(=O)CC3Sc4ccccc4NC3=O)cc(=O)oc2c1 (configuration not stated)	-6	-2	1.5	8	21	58	11	0.7	-20

3 compounds drawn at random from those above, as already listed:
#	smiles	CHOP inh	NPY Y1 blocker	TRPN1 ag	NPY-Y1 PAM-ag	PPC-1+TRAIL kill	14-3-3 Bad inh	PGE2 EP2 inh	TRPML3 agonist	EP2 mod
15	CC(=O)Nc1ccc2c(COC(=O)CC3Sc4ccccc4NC3=O)cc(=O)oc2c1 (configuration not stated)	-6	-2	1.5	8	21	58	11	0.7	-20
7	CC(C)COC(=O)N(C)c1ccc(C(O)(C(F)(F)F)C(F)(F)F)cc1	93*	0	-0.5	-12	17	7	12	0.0	-2
4	O=[N+]([O-])c1ccc(CSc2nc3ccccc3o2)cc1	84*	5	-1.7	-11	-3	10	4	-1.3	-7

Later entries.
#	smiles	CHOP inh	NPY Y1 blocker	TRPN1 ag	NPY-Y1 PAM-ag	PPC-1+TRAIL kill	14-3-3 Bad inh	PGE2 EP2 inh	TRPML3 agonist	EP2 mod
16	c1ccc2sc(N3CCN(Cc4nnnn4CC4CCCO4)CC3)nc2c1 (configuration not stated)	8	-4	5.5	18	8	-13	9	1.8	5
17	CN(C)/C=C/C(=O)c1ccc(S(=O)c2ccccc2)cc1 (configuration not stated)	15	5	1.2	5	0	-12	1	1.2	21
18	COc1ccc(OC)c(NC(=O)C(C)Oc2ccc(Br)cc2)c1 (configuration not stated)	27	18	-1.9	-18	12	-7	8	-1.2	18
19	Nc1cccc2c1C(=O)N(C(=O)c1ccc(Cl)c(S(=O)(=O)N3CCCCCC3)c1)C2=O	29	0	-0.2	1	-9	-8	13	-0.1	16
20	CC(=O)c1ccc(N2CCCCCC2)c(F)c1	19	-3	-0.6	11	6	1	5	0.2	-28
21	O=c1cc[nH]c2c(Cl)cccc12	-17	.	1.0	-4	15	8	15	0.2	4
22	CCOc1ccc(NC(=O)CCn2c(=O)[nH]c3ccsc3c2=O)cc1	15	2	-0.3	11	4	0	10	0.4	-14
23	CCOC(=O)C(c1ccccc1)C(Nc1ccc(Cl)c(Cl)c1)c1ccccn1 (configuration not stated)	-5	.	-0.3	22	37	2	10	-1.0	19
24	CN(C)c1cccc2cccc(N(C)C)c12	9	.	0.9	-8	6	-21	10	0.6	-37
25	COc1ccc(NC(=O)Nc2nc3c(s2)CCCC3)cc1	43	-3	-0.3	-11	12	-6	5	1.1	-5
26	COc1ccc2c(c1OC)CN1CCc3cc4c(cc3[C@@H]1[C@@H]2O)OCO4	13	-1	0.8	-4	25	-2[fluorescence artefact?]	8	0.9	1
27	O=C(Nc1nc2cc(Cl)ccc2s1)C1CCCN(S(=O)(=O)c2cccc3cccnc23)C1 (configuration not stated)	75*	-4	-0.9	0	9	-4[fluorescence artefact?]	14	-1.0	-7
28	CCN(CC)c1ccc(/C=N/Nc2nc(C)cc(=O)[nH]2)c(O)c1	60	0	-1.8	-3	58*	1	21	-1.3	-56
29	CC(C)C(=O)Nc1ccc(C(=O)c2ccccc2)cc1	-1	5	-1.0	-19	28	4	6	-0.3	-11
30	Cc1c(NC(=O)c2cc3nc(-c4ccc(Br)cc4)cc(C(F)(F)F)n3n2)c(=O)n(-c2ccccc2)n1C	21	-2	1.0	7	17	-3	3	-0.2	24

#	smiles	CHOP inh	NPY Y1 blocker	TRPN1 ag	NPY-Y1 PAM-ag	PPC-1+TRAIL kill	14-3-3 Bad inh	PGE2 EP2 inh	TRPML3 agonist	EP2 mod
31	C=CCn1c(CCNC(=O)C(C)(C)C)nc2ccccc21	4	4	-0.6	-8	6	-2[fluorescence artefact?]	15	0.2	-5
32	CCc1cc(=O)oc2cc(C)c(CN3CCCC3)c(O)c12	19	-6	1.2	2	-2	-11	4	-0.3	34
33	Cc1nc(NC(=O)c2ccc(OCC(C)C)cc2)sc1Cc1ccc2c(c1)OCO2	20	-5	-0.3	-13	15	-2	7	1.0	-11
34	CCCNC(=O)CN1C(=O)NC(CCc2ccccc2)C1=O (configuration not stated)	-7	2	0.5	9	9	-6	5	0.1	15
35	Cc1ccc(NCc2ccc(O)c3ncccc23)cc1	26	-2	2.5	16	15	-18	20&13	1.1	-35&22
36	CN(C)CCN1CC(C(=O)O)CC1=O (configuration not stated)	-3	-3	0.7	7	6	0	16	0.6	-42
37	O=C(O)c1cc(-c2ccco2)nc2ccc(Br)cc12	13&6	10	1.5	-8	18&21	2&5	32&32	0.9	44&28
38	c1ccc(Cc2noc(CN3CCN(CCOc4ccccc4)CC3)n2)cc1	32	-2	1.5	-2	10	-17	3	1.5	9
39	COc1ccc(/C(N)=N/OC(=O)c2ccc([N+](=O)[O-])c(C)c2)cc1OC	22	-2	0.4	10	13	6	4	1.1	-42
40	O=C(N/N=C/c1cc2c3c(c1O)CCCN3CCC2)c1ccccc1O	53	0	5.4	2	16	-11[fluorescence artefact?]	6	3.0	7
41	COc1ccc(OC)c(C(=O)c2oc3ccccc3c2NC(C)=O)c1	-3	-2	1.0	25	8	-3	8	-0.6	25
42	Cc1cccc(NC(=O)C2CCN(S(=O)(=O)c3cccs3)CC2)c1	16	4	-0.3	8	6	5	.	1.1	-8
43	O=C(N/N=C/c1ccc([N+](=O)[O-])o1)c1cn(-c2ccccc2)nc1-c1ccc(Cl)cc1	-61	-4	0.0	0	11	40	15	0.8	-19
44	COc1ccccc1/C=N/NC1=NCCCCC1	1	0	0.5	-7	7	33	7	0.1	-9
45	Clc1ccc(-n2nnnc2-c2ccccc2)cc1	-10	-1	-0.6	3	2	5[fluorescence artefact?]	2	-0.4	31

#	smiles	CHOP inh	NPY Y1 blocker	TRPN1 ag	NPY-Y1 PAM-ag	PPC-1+TRAIL kill	14-3-3 Bad inh	PGE2 EP2 inh	TRPML3 agonist	EP2 mod
46	Cn1cc(SCC(=O)NCC2CCCO2)c2ccccc21 (configuration not stated)	13	.	.	.	20	9	13	.	15
47	NNC(=O)c1ccc(CSc2n[nH]c(=O)[nH]c2=O)cc1	4	.	2.6	13	8	-1	3	0.5	-28
48	CN(C)S(=O)(=O)N1CCN(C(=O)N2CCOCC2)CC1	60	-2	1.2	18	-5	4	10&5	1.0	-3&4
49	Cc1ccc(Cl)cc1N1CCN(C(=O)c2cc3c(=O)[nH]c4ccccc4c3n2C)CC1	94*	-1	2.2	-3	50*	12	3	1.1	4
50	CCN1C(=O)/C(=C\N2CCN(c3cccc(Cl)c3)CC2)SC1=S	49	6	-0.4	11	7	-5	32	0.9	30
51	O=c1[nH]c2cc3c(cc2cc1C(c1nnnn1Cc1ccccc1)N1CCCCCC1)OCCO3 (configuration not stated)	101*	7	-1.1	-14	10	-23[fluorescence artefact?]	6&18	0.1	-20&40
52	CCOc1cc(NC(=O)c2cccs2)c(OCC)cc1NC(=O)CCC(=O)NCCN1CCOCC1	7	-3	0.6	17	7	-4	7	0.4	16
